EBV LMP1 NFkB: inhibitors of Epstein-Barr LMP1-induced NF-kappaB reporter; AID 504558; LMP1-induced NF-kappaB luciferase reporter cells, luminescence; inhibition, % at 12.5 µM; 0.69% of 350,000 active; in the data active = inhibition above about 41%;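 note: 0% = neutral control wells and 100% = reference inhibitor control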
SRC3 inh: human NCOA3 inhibition | HEK293 GAL4-SRC3 luciferase reporter, luminescence | inhibition, % at 3.6 µM | 0.17% of 360,000 active | AID 588352;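 active = inhibition above a per-campaign cutoff, the mean of all compounds plus 3 SD, cut at about 60% in these data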;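 note: 0% = DMSO-treated cells and 100% = gossypol-treated cells at 36 µM; higher means less SRC3-driven luciferase light from the GAL4 reporter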
NCOA2 inhibitor: human SRC2 (NCOA2) inhibition. AID 651957. 0.17% of 370,000 active. inhibition, % at 9 µM. HEK293 GAL4-SRC2 luciferase reporter, luminescence;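 active = inhibition above the mean inhibition of all tested compounds plus 3 SD, set per campaign, cut at about 52% in these data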;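 note: 0% = DMSO treated cells and 100% = cells given Gossypol at 36 µM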
TLR9-MyD88 inh: inhibitors of human TLR9-MyD88 binding. Q9NR96+Q99836. CHO BLA complementation TLR9-MyD88, CCF4 FRET ratio. inhibition, % at 4.98 µM. 0.21% of 340,000 active;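 active = inhibition above the mean over all tested compounds plus 3 SD, cut at about 21% in these data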;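 note: 0% = DMSO only wells and 100% = clavulanate BLA inhibitor control wells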
NOD2 RIPK2 PPI: blocks binding of human NOD2 to RIPK2; O43353; CHO BLA complementation NOD2-RIPK2, CCF4 ratio; 0.38% of 360,000 active; inhibition, % at 4.98 µM; in the data active = inhibition above about 21%;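 note: 0% = vehicle only and 100% = reference blocker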
MC4R barr agon: agonists of human melanocortin 4 receptor (MC4R) beta-arrestin | P32245 | U2OS MC4R beta-arrestin complementation, luminescence; percent of melanotan II response, DMSO zero | activation, % at 8.9 µM | 0.98% of 360,000 active | AID 540308;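 active = activation above a per-plate cutoff, the mean activation of sample wells on that plate plus 3 SD, cut at about 8% in these data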
Target sequence (P32245 whole entry, looked up): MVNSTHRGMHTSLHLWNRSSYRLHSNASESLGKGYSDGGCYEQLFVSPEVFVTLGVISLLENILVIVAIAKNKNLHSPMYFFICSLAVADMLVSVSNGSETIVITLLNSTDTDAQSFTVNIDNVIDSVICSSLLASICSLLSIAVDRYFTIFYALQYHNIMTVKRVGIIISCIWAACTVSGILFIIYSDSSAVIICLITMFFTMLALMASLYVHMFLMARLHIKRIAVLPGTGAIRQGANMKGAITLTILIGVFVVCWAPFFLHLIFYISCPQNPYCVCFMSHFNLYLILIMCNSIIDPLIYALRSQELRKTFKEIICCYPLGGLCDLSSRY
LRH-1 inv ag: inverse agonists of human LRH-1 (NR5A2); inhibition, % at 3.6 µM; 0.13% of 360,000 active; O00482; HEK293T StAR-luciferase reporter, LRH-1 transfected, 24 h; AID 602396;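 active = inhibition above the mean inhibition of all tested compounds plus 3 SD, cut at about 73% in these data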;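 note: 0% = DMSO wells and 100% = reporter-only cells lacking LRH-1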
SRC1 inh: inhibits human SRC1 coactivator; Q15788; HEK293 GAL4-SRC1 luciferase reporter, luminescence; inhibition, % at 3.6 µM; 0.12% of 360,000 active; AID 588354;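 active = inhibition above the campaign mean plus 3 SD, with each screening campaign given its own cutoff, cut at about 60% in these data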;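 note: 0% = DMSO treated cells and 100% = gossypol at 36 µM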
ABHD5-PLIN5 inh: blocks binding of human ABHD5 to perilipin-5 | Q00G26+Q8WTS1 | Split G. princeps luciferase complementation, luminescence, 4 h | inhibition, % at 4 µM | 0.78% of 360,000 active;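 active = inhibition above the mean inhibition across every tested compound plus 3 SD, cut at about 22% in these data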;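 note: 0% = DMSO only wells and the 100% control is not disclosed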
COUP-TFII inh: inhibitors of human COUP-TFII (NR2F2); HEK293T NGFI-A luciferase reporter, luminescence; inhibition, % at 8.6 µM; 0.7% of 370,000 active; AID 686940;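 active = inhibition above a per-plate cutoff, mean inhibition of test wells between control levels plus 3 SD, cut at about 38% in these data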;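 note: cells cotransfected with COUP-TFII expression vector driving the NGFI-A reporter; 0% = median of COUP-TF2 test wells and 100% = reporter-only cells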
Target sequence (P24468 whole entry, looked up): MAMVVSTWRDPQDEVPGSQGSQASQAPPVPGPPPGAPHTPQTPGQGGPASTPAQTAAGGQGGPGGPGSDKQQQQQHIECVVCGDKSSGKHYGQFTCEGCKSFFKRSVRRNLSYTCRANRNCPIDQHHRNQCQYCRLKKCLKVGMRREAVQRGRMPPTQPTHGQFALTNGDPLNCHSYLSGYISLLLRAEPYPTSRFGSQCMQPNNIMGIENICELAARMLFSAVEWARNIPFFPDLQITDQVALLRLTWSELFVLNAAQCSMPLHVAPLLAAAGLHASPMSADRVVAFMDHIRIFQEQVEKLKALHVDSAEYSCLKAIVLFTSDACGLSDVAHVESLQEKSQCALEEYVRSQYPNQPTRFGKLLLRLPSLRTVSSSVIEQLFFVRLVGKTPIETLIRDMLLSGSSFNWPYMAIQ
MC4R antag cAMP: antagonists of human melanocortin 4 receptor (MC4R); P32245; MC4R-expressing cells, MTII-stimulated cAMP, LANCE TR-FRET; inhibition, % at 6.5 µM; 0.48% of 360,000 active; AID 540295;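 active = inhibition above its plate's cutoff, the mean of tested wells on that plate plus 3 SD, cut at about 29% in these data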;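 note: 0% = Melanotan II alone and 100% = Melanotan II plus saturating MCL0020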
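material = U2OS cells stably expressing human melanocortin 4 receptor (MC4R) | also added = Melanotan II challenge | dosing = single nominal compound dose of 6.5 µM | detection = TR-FRET with Eu-cAMP and labeled anti-cAMP, 671 nm | replication = singlicate | timing = compound 30 min, challenge 1 h, detection 1 h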
* marks the source's active call; other numbers are inactive results; / = no result given. These rows are one share of the data; rates above refer to the full screens.

item	mol	EBV LMP1 NFkB	SRC3 inh	NCOA2 inhibitor	TLR9-MyD88 inh	NOD2 RIPK2 PPI	MC4R barr agon	LRH-1 inv ag	SRC1 inh	ABHD5-PLIN5 inh	COUP-TFII inh	MC4R antag cAMP
1	O=C(O)CC(NC(=O)c1cccc([N+](=O)[O-])c1)c1ccc2c(c1)OCO2 (stereo not given)	-5	1	3	1	-9	-3.1	-5	1	2	28	7
2	CC1CCC(NC(=O)CCNC(=O)c2ccc(Br)cc2)CC1 (stereo not given)	-11	-50	-36	12	-12	0.3	-46	-35	-8	-48	0
3	O=C1c2ccc([N+](=O)[O-])cc2C(=O)N1c1ccc([N+](=O)[O-])cn1	2	24	10	2	-6	3.9	-3	4	5	7	2
4	COc1cc(OC)cc(-c2nc3cc(C)ccc3o2)c1	-58	-101	-75	-2	-3	3.5	-94	-106	-3	-65	9
5	Cc1ccc(C)c(N2CC(C(=O)Nc3nccs3)CC2=O)c1 (stereo not given)	2	6	7	10	1	-1.9	11	-7	-2	22	-3
6	COc1ccc(N2CCSC2C(=O)NN)cc1 (stereo not given)	-2	-2	11	1	-13	-0.3	1	-7	-1	7	9
7	O=C(CCN1CCN(CC(=O)Nc2ccccc2Cl)CC1)Nc1ccccc1F	1	20	8	0	7	1.2	-4	-10	11	2	-5
8	Cc1cc(NC(=O)c2cccc(S(=O)(=O)N3CCOCC3)c2)no1	3	-10	-7	3	1	-1.7	8	1	3	-5	15
9	CCc1noc(C)c1C(=O)OCC(=O)Nc1ncc(Cl)cc1Cl	2	-24	-20	-15	-9	-0.4	1	-9	-2	-11	0
10	CC(C)(C)c1ccc(C(=O)NC(=S)NCC2CCCO2)cc1 (stereo not given)	2	12	-42	-4	4	-0.1	-2	2	-1	-36	2
11	CCOC(=O)C1=NNC(C(=O)OCC)C1c1ccccc1 (stereo not given)	-18	11	8	-7	-3	-0.3	-5	-3	1	12	-1
12	Cc1ccc(-n2nc(CC#N)c(C#N)c2N)cc1Cl	-3	-16	0	4	-5	1.8	4	-6	11	-12	-4
13	CCOC(=O)N1CCN(C(=O)C2CCN(S(=O)(=O)c3ccc(C)cc3)CC2)CC1	3	-2	-6	4	-12	-1.5	-1	2	0	-2	4
14	CC(C)Cn1c(=O)c2ccccc2n2c(CCC(=O)O)nnc12	3	-1	-10	-6	5	-1.8	-1	5	0	4	0
15	Cc1ccc(CN2CC(C(=O)Nc3ccncc3)CC2=O)cc1 (stereo not given)	4	2	28	4	2	-1.1	-9	-17	-1	-15	4
16	Cc1cn([C@H]2C[C@H](O)[C@@H](CCC(=O)NCc3ccc4c(c3)OCO4)O2)c(=O)[nH]c1=O	/	3	11	/	-17	/	3	5	-7	4	/
17	CC1(C)OC(=O)C(=Cc2ccc(-c3ccc(S(N)(=O)=O)cc3)o2)C(=O)O1	3	-4	9	14	-10	-1.0	19	-15	22	-5	39*
18	Cc1ccc2oc(=O)c(/C=C(\O)c3ccccc3)nc2c1	-6	-44	-20	-3	-1	-0.9	-66	-78	-1	-36	10
19	CCC(C)(C)n1nnnc1C(c1ccccc1)N1CCN(C2CCCC2)CC1 (stereo not given)	-3	20	10	-8	-3	-0.1	10	-7	5	-25	3
20	CCCCN1C(=O)c2ccc(C(=O)Nc3ccc(C)c(S(=O)(=O)N(C)C)c3)cc2C1=O	11	11	17	3	4	1.7	15	2	5	-17	18

item	mol	EBV LMP1 NFkB	SRC3 inh	NCOA2 inhibitor	TLR9-MyD88 inh	NOD2 RIPK2 PPI	MC4R barr agon	LRH-1 inv ag	SRC1 inh	ABHD5-PLIN5 inh	COUP-TFII inh	MC4R antag cAMP
21	Cc1oc(-c2ccccc2F)nc1CS(=O)(=O)CC(=O)N1CCN(c2ccccc2)CC1	-2	-15	13	3	-14	-0.8	8	4	0	1	-5
22	CCNC(=O)C1CCCN(C(=O)C(c2ccccc2)c2ccccc2)CC1 (stereo not given)	/	-6	11	/	-8	2.8	-9	1	-2	-9	6
23	Cc1ccc(S(=O)(=O)N2CCCCC2)cc1NC(=O)CCCOc1ccccc1	-2	11	1	-6	-12	-3.6	-17	-8	-5	-7	8
24	CC(NS(=O)(=O)c1ccccc1)C(=O)NCc1ccco1 (stereo not given)	5	14	-18	8	3	-0.6	-3	-2	9	0	22
25	O=C(Nc1cccc([N+](=O)[O-])c1)c1cnccn1	3	13	-23	9	2	-2.4	6	-7	-3	4	3
26	Cc1ccccc1Cn1cnc2c(cnn2C(C)(C)C)c1=O	7	5	-13	-2	-5	-0.1	-3	-9	-1	-1	1
27	Cc1cc(C(=O)OCC(=O)NCc2cccs2)ccc1[N+](=O)[O-]	-2	8	-33	5	-8	-0.1	2	5	2	-4	0
28	CCn1c(CNC(=O)c2cccc(C)c2)nnc1SCC(=O)Nc1nnc(C)s1	-4	7	12	1	-4	-1.1	-5	-6	0	-1	4
29	C(=N\Nc1ncnc2ccccc12)/c1ccccc1	-37	-73	-20	7	2	-3.0	-125	-127	2	-52	4
30	Cc1ccc(-n2c(C)c(C)c3c(NCCCO)ncnc32)cc1	-12	-72	-39	-8	-13	-1.1	-155	-68	10	-26	1
31	Cc1ccc(SCC(=O)Nc2ccc(N3CCN(C)CC3)c(F)c2)cc1	-13	-55	-27	-4	-8	-0.7	-39	-40	-2	-29	2
32	Fc1ccc(C2CCNCC2COc2ccc3c(c2)OCO3)cc1 (stereo not given)	-9	3	20	-1	-5	1.2	12	4	7	-5	1
33	O=C(COC(=O)c1cccs1)Nc1nc(-c2ccccc2)cs1	-3	4	-36	10	-10	4.0	-4	-10	15	12	-3
34	Cc1ccc(NC(=O)CSc2ccc(-c3ccc(-n4cccn4)cc3)nn2)c(C)c1	-7	-13	-24	4	5	-1.3	-14	-32	-8	-13	0
35	CC(Oc1ccc(Cl)cc1Cl)C(=O)NC(Cc1ccccc1)C(=O)O (stereo not given)	9	-12	-11	-9	-2	2.0	-3	-18	-6	-1	20
36	CN(C)CCNC(=O)COc1cccc(Cl)c1	-6	-3	7	0	9	0.0	-1	-19	2	9	-9
37	COc1ccccc1CN1CCN(Cc2nc(-c3ccccc3)no2)CC1	-14	12	-4	-8	6	-5.0	-21	-8	1	8	3
38	COc1ccc(/C=C2\SC(=O)N(CCC(=O)NC3CCS(=O)(=O)C3)C2=O)cc1 (stereo not given)	-33	-61	-21	-2	1	-0.5	-44	-76	-6	-7	-4
39	COc1cccc(N2CCN(C(=O)c3oc4ccccc4c3NC(=O)CCc3cc(OC)no3)CC2)c1	-2	13	-30	-7	9	-2.1	-26	-13	-2	16	2
40	CCN(Cc1ccccc1)C(=O)COC(=O)Cc1c[nH]c2ccccc12	-3	7	5	1	-8	-2.6	0	-11	2	13	-3

item	mol	EBV LMP1 NFkB	SRC3 inh	NCOA2 inhibitor	TLR9-MyD88 inh	NOD2 RIPK2 PPI	MC4R barr agon	LRH-1 inv ag	SRC1 inh	ABHD5-PLIN5 inh	COUP-TFII inh	MC4R antag cAMP
41	O=C(c1cc2sccc2n1Cc1ccc(F)cc1)N1CCCc2ccccc21	7	-37	1	-6	-6	-1.7	-15	-46	-4	-7	11
42	CCc1nnc(NC(=O)c2ccc(COc3cccc(C)c3)o2)s1	3	-9	-9	-8	6	14*	-16	-6	-4	-16	19
43	COc1ccc(NC(=O)CSc2nc(=O)n(CCN3CCOCC3)c3c2CCC3)cc1	-2	6	1	-2	-4	-2.5	0	-16	0	4	1
44	CCOC(=O)c1c(-c2ccc(C)cc2)csc1/N=C(\C)C1=C(O)c2ccccc2C1=O	6	8	-5	6	-5	0.6	-21	-7	-8	10	3
45	COc1ccc(-c2cc(C(=O)Nc3cc(Br)ccc3O)no2)cc1	-10	-14	-14	4	-2	-0.6	-14	-19	-1	-10	11
46	Cc1ccc2nc(C)cc(C(=O)OCC(=O)Nc3cccnc3Cl)c2c1	-4	13	-16	4	-4	0.3	-1	-2	4	7	14
47	Cc1ccccc1NC(=O)Cc1nc(COC(=O)c2ccccn2)cs1	3	-4	22	0	-8	-1.3	-10	-12	-11	9	18
48	Cc1ccc(C(=O)NCCc2nnc3ccc(SCC(=O)N4CCCCC4)nn23)cc1	-5	-2	-16	-12	-6	-0.3	-16	18	-5	-8	2
49	Cc1ccc(S(=O)(=O)n2cnc3ccccc32)cc1	5	11	-94	4	-4	-2.2	13	-24	0	6	-3
50	COc1ccc(O)c(/C=N/NC(=O)CCC(=O)Nc2cccc(C)c2)c1	23	17	23	2	-6	-0.7	5	15	-1	-23	-2
51	Cc1nc(NCc2ccccn2)c2ccccc2n1	9	35	12	-10	-19	0.9	15	6	6	43*	0
52	Cc1cc(C)nc(SCc2nnc(SCC(N)=O)n2Cc2ccco2)n1	-5	19	-13	-2	-3	-0.2	-3	-3	4	39*	3
53	CC(C)NC(=O)c1ccc(CONC(=O)OCc2ccccc2)cc1	1	-21	-37	-4	0	0.5	0	1	10	8	3
54	CC1CN(S(=O)(=O)c2ccc(Cl)c(C(F)(F)F)c2)CC(C)O1 (stereo not given)	3	1	9	7	-10	-1.5	-10	7	6	8	0
55	O=C(Nc1nccs1)c1cc2cc(Cl)ccc2oc1=O	3	12	4	3	-4	1.8	3	-8	-1	-4	33*
56	O=C(NC(CO)C(O)c1ccc([N+](=O)[O-])cc1)C(Cl)Cl (stereo not given)	4	8	0	6	-2	-0.4	14	-19	-1	8	2
57	O=C(COC(=O)CCC(=O)c1ccc(Cl)cc1)NCC1CCCO1 (stereo not given)	9	3	-43	-1	-13	-1.4	0	10	9	-2	12
58	O=c1[nH]c(/C=C\c2cccnc2)c([N+](=O)[O-])c(=O)[nH]1	-5	6	-8	2	2	-1.1	-17	8	5	-1	8
59	C/C(=N\NC(=O)CC1N=C(Cc2ccccc2)NNC1=O)c1ccncc1 (stereo not given)	-4	8	-9	1	-2	-1.5	1	-3	-3	-21	1
60	CN(CC(=O)NC1CCCc2ccccc21)S(=O)(=O)c1ccc2c(c1)c(=O)n(C)c(=O)n2C (stereo not given)	1	-2	-6	6	-7	-2.0	-13	-8	2	15	6

item	mol	EBV LMP1 NFkB	SRC3 inh	NCOA2 inhibitor	TLR9-MyD88 inh	NOD2 RIPK2 PPI	MC4R barr agon	LRH-1 inv ag	SRC1 inh	ABHD5-PLIN5 inh	COUP-TFII inh	MC4R antag cAMP
61	Cc1ccc(C(=O)C[n+]2cc(Br)cc(Br)c2)cc1	-10	11	-7	-5	-9	-0.5	17	-4	5	8	9
62	CC(C)(C)c1ccc(OCC(=O)N2CCN(c3ccccn3)CC2)cc1	-4	5	0	3	1	1.7	-11	-27	-1	-8	-1
63	CC1Oc2ccccc2N(Cc2ccc(F)cc2)C1=O (stereo not given)	24	-9	-2	-10	-17	-1.1	-14	-69	-1	35	-1
64	Fc1cccc(Cc2c(-c3cccc(Br)c3)nc3ccc(Cl)cn23)c1	/	-31	-74	/	-4	/	-7	-87	-11	-66	/
65	NC(=O)c1ccc(N2CCN(S(=O)(=O)c3cccs3)CC2)c([N+](=O)[O-])c1	18	34	-10	-12	-6	-1.2	48	16	2	60*	3

Compound activity deposited in PubChem BioAssay by several laboratories.
